Compound activity: PubChem BioAssay, several laboratories
ZTA DNA inh = ZTA (EBV) inhibition in EBNA-1 counter-screen; P03206; ZTA-DNA binding, fluorescence polarization; inhibition, % at 11 µM; hit rate 0.15% among 320,000; AID 2234; in the data active = inhibition above about 33%
PREPL inhibitor = human PREPL enzyme inhibition | Q4J6C6 | hit rate 0.68% among 320,000 | recombinant PREPL, fluorescence polarization activity-based probe | inhibition, % at 5.96 µM; in the data active = inhibition above about 43%;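 note: 0% = enzyme with DMSO and 100% = wells lacking enzyme; many of its hits are not listed in these tables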
Target sequence (Q4J6C6 whole entry, looked up): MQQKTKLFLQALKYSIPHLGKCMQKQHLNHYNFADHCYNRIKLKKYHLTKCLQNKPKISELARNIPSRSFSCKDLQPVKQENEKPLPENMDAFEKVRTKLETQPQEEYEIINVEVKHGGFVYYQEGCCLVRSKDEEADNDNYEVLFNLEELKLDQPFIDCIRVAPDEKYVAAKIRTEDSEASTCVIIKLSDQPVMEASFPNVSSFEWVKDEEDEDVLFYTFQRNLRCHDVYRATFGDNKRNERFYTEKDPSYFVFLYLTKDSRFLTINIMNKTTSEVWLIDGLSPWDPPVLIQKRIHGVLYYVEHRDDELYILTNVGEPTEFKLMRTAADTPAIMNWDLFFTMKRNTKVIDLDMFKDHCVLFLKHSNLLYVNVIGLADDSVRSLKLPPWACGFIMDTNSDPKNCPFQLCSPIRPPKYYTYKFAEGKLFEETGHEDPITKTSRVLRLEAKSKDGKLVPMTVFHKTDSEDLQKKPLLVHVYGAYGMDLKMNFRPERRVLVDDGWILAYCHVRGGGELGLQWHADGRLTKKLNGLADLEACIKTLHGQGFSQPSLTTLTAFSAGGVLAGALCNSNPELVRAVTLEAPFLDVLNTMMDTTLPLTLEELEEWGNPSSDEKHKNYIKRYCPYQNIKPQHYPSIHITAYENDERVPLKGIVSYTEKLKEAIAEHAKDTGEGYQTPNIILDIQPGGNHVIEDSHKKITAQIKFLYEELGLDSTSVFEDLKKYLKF
TPT1 inhibitor = C. albicans TPT1 enzyme inhibition | inhibition, % at 5 µM | hit rate 0.81% among 300,000 | recombinant caTPT1, FP RNA substrate dephosphorylation;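 active = inhibition above the mean of all tested compounds plus 3 SD, set per screening campaign, cut at about 24% in these data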;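 note: plate controls were DMSO alone for no effect and ferristatin control at 100 nM for full effect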
core dimer inh = HCV core protein dimerization inhibition | hit rate 0.33% among 300,000 | TR-FRET GST/Flag-core106 dimerization, 1536-well | inhibition, % at 5 µM;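 active = inhibition above the mean of all tested compounds plus 3 SD, set per screening campaign, cut at about 45% in these data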
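System – GST-tagged and Flag-tagged HCV core protein residues 1-106 · Repeats – one well for each compound · Technique – TR-FRET 671 and 617 nm emission · Doses – one concentration, 5 µM, in 0.5% DMSO · Times – 4 h, 22.5 °C incubation · Also added – Eu donor and XL665 acceptor anti-tag antibodies · Measure – percent inhibition of core106 dimerization signal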
Fh CTSL1 inh = counter-screen for PFM18AAP inhibitors: inhibitors of F. hepatica cathepsin L1. recombinant F. hepatica cathepsin L1, Z-Leu-Arg-MCA fluorescence. inhibition, % at 5.96 µM. hit rate 0.49% among 300,000. AID 1906;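 active = inhibition above the mean of all tested compounds plus 3 SD, set per screening campaign, cut at about 17% in these data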;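 note: 0% = plate median of test compound wells and 100% = 1 µM Z-Phe-Ala-diazomethylketone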
PP1 counter = PP1-alpha (human) inhibition in PP5 counter-screen. P62136. purified PP1alpha, OMFP fluorescence. inhibition, % at 6.7 µM. hit rate 0.9% among 320,000. AID 2235;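 active = inhibition above the mean inhibition of all tested compounds plus 3 SD, computed separately for each screening campaign, cut at about 15% in these data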
Target sequence (P62136 whole entry, looked up): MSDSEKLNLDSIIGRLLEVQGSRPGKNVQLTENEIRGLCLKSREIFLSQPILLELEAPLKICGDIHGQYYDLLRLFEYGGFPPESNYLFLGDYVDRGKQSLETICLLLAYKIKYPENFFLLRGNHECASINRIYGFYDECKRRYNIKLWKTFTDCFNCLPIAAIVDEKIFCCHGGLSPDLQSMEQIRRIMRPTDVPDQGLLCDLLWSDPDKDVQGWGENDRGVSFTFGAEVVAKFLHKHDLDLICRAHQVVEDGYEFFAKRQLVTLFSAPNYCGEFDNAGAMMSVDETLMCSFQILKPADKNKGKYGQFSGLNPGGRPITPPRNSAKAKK
Efflux pump inh = inhibitors of Candida antifungal efflux pumps expressed in yeast. inhibition, % at 10 µM. S. cerevisiae Candida pump triplex, Nile Red efflux. hit rate 0.44% among 330,000;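 active = plate passing quality check with inhibition over a set limit, or well fluorescence over plate mean plus 4 SD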;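 note: Nile Red retained in pooled yeast measured as flow cytometry median fluorescence; 0% = buffer negative control and 100% = Enniatin B positive control; higher means more Nile Red kept so more efflux inhibition; some compounds called inactive have numbers as strong as hits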
PP5 primary = blocks human protein phosphatase 5 activity | purified PP5c, OMFP substrate fluorescence | P53041 | hit rate 0.18% among 320,000 | inhibition, % at 6.7 µM;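 active = inhibition above the campaign's mean inhibition across all tested compounds plus 3 SD, cut at about 9.5% in these data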;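 note: 0% = DMSO only and 100% = 100 µM cantharidin control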
EBNA-1 inh = blocks EBNA-1 binding to DNA | EBNA-1 DNA binding, fluorescence polarization | inhibition, % at 14.8 µM | hit rate 0.34% among 300,000; in the data active = inhibition above about 28%
* = called active by the depositor; . = no result given.

SMILES	ZTA DNA inh	PREPL inhibitor	TPT1 inhibitor	core dimer inh	Fh CTSL1 inh	PP1 counter	Efflux pump inh	PP5 primary	EBNA-1 inh
NC(=O)CN(c1ccccc1)C1SC(=O)N(Cc2ccccc2)C1=O (stereo not drawn)	-9	8	-1	5	2	4	0.0	-0.9	-3
N#Cc1cccn1-c1nccs1	-16	8	1	-3	-5	0	-0.3	-1.6	3
CC(OC(=O)c1ccc(S(=O)(=O)N2CCOCC2)cc1)c1ccccc1 (stereo not drawn)	7	-1	1	0	-1	-2	-0.1	-0.6	-1
O=C(Nc1cccc(Cl)c1)Nc1cccc(C(=O)O)c1	3	5	3	-4	-1	-7	0.5	1.9	-8
O=C(Nc1ccc(F)cc1F)NC1CC(=O)N(Cc2ccccc2)C1 (stereo not drawn)	2	-20	2	-1	-2	2	0.1	-0.6	5
COc1ccccc1NC(=O)c1cccc(S(=O)(=O)N2CCN(Cc3ccccc3)CC2)c1	2	5	1	2	6	3	0.3	1.0	-10
CC(C)(C)c1cc(C(F)(F)F)c(C#N)c(=O)[nH]1	14	-9	0	2	5	-3	0.1	1.4	6
COc1ccc2sc(-c3ccccc3OC)c(-c3ccc(O)cc3)c2c1	-15	18	.	.	.	1	0.4	4.0	.
N#Cc1c(SCc2ccc(Cl)cc2)sc(C(=O)c2ccccc2)c1N	1	-29	-2	3	-2	5	0.0	2.5	-3
CCC(C)Nc1nc(CN2CCOCC2)nc2sc3c(c12)CCC3 (stereo not drawn)	4	26	0	9	2	4	-0.1	-0.1	11
Cc1cc(SCCOc2ccccc2)nc(N)n1	11	-3	-2	3	2	0	0.1	-0.2	10
COc1cc2c(cc1NCc1ccccn1)oc1ccccc12	-1	35	5	-14	1	-4	0.0	-1.5	1
COCC(=O)Nc1cc(OC)c(Cl)cc1OC	-26	7	0	-5	-1	-1	-0.2	2.5	3
O=C(O)c1c[nH]c2ccc(S(=O)(=O)N3CCOCC3)cc12	4	10	3	-2	-1	-5	0.1	0.1	1
COc1ccc(CCNCC(=O)Nc2ccc(OC(F)F)cc2)cc1	-6	-12	1	4	2	-3	0.0	0.0	7
Cc1cccc(N=C2Sc3nc4c(C)c(C)ccc4cc3CN2CCN2CCOCC2)c1	7	2	-1	-8	3	2	0.0	3.0	3
O=C(Nc1ccccc1C(F)(F)F)c1cnccn1	-6	2	-4	1	-5	2	-0.1	-0.6	5
O=C(Nc1ccc2c(c1)OCCO2)c1cccc(Cl)c1Cl	0	1	-3	-9	2	-4	0.0	-0.3	-11
COc1ccc(NC(=O)c2ccccc2NC(=O)c2ccco2)c(OC)c1	10	4	-3	-5	-1	-1	-0.2	0.8	2
C=CCOc1ccc(Br)cc1CNCC	-21	12	-1	-9	-1	-3	-0.3	0.6	3
Cc1ccc(N(C(=O)c2ccc(S(=O)(=O)N3CCOCC3)cc2)C2C=CS(=O)(=O)C2)cc1C (stereo not drawn)	3	11	0	6	-3	-2	0.2	0.1	-13
C=C[C@@]1(C)CC(=O)[C@]2(O)[C@@]3(C)[C@@H](O)CCC(C)(C)[C@@H]3[C@H](O)[C@H](OC(C)=O)[C@@]2(C)O1	23	22	2	0	2	0	0.0	-2.3	0
CCOC(=O)c1c(C)oc2ccc(O)c(CN3CCCCC3)c12	3	1	-4	-3	0	-5	-0.1	0.5	5
CCOC(=O)C1=C(C)OC(N)=C(C#N)C1c1cncc(-c2ccc(F)cc2)c1 (stereo not drawn)	-5	7	4	4	5	-3	0.0	0.5	11
Cc1ccc(NC(=S)NCc2ccc(Cl)cc2)c(OC(F)F)c1	-7	-12	1	6	3	3	0.5	2.0	-1
(cont.)
SMILES	ZTA DNA inh	PREPL inhibitor	TPT1 inhibitor	core dimer inh	Fh CTSL1 inh	PP1 counter	Efflux pump inh	PP5 primary	EBNA-1 inh
O=C(COC(=O)/C=C/c1cccc(Cl)c1)NCCc1ccccc1	5	-5	-1	-6	-5	3	0.1	-0.5	8
Cc1nc(N2CCC(C)CC2)c2c(C)c(C(=O)Nc3ccc(C(F)(F)F)cc3)sc2n1	0	-1	-2	-13	-1	-5	0.1	2.0	4
CC(C)(C)c1ccc(C(=O)NC(=S)Nn2cnnc2)cc1	0	-4	-5	-4	-5	-1	0.0	1.5	-5
CCn1c(C)c(C)c2cc(C(=O)NCCCN3CCCCCC3)ccc21	-16	26	2	-6	-4	0	-0.1	0.5	-12
CC(Sc1ccccn1)C(=O)Nc1ccc2c(c1)OCO2 (stereo not drawn)	-10	8	.	.	.	-3	-0.1	-0.2	.
O=C1c2ccccc2CCC12N=NCC2c1ccccc1 (stereo not drawn)	-7	-4	-3	-1	-2	2	-0.1	1.0	4
O=[N+]([O-])c1ccc(/C=N/Nc2ncccc2[N+](=O)[O-])s1	-7	1	0	-19	3	1	0.0	2.4	5
COc1cc2[nH]c3c(Cl)ncnc3c2cc1OC	-4	4	1	-5	0	0	0.0	2.7	3
CN1CCN(c2ncnc3c2cnn3-c2ccc(Cl)cc2)CC1	-6	6	-1	1	2	0	1.1	0.6	-9
CNc1nc(N)c(C(=O)C23CC4CC(CC(C4)C2)C3)s1	-8	3	4	-3	1	0	0.0	1.1	3
COc1ccc(NC(=O)CCS(=O)(=O)c2ccc(Cl)cc2)cc1	1	-2	4	-5	11	-1	0.3	-0.1	-5
O=C(CCc1nc2ccccc2[nH]1)Nc1ccccc1F	-14	10	-5	21	-1	-1	-0.1	1.4	8
Cc1ccnn1CC(=O)N/N=C/c1cccs1	-3	-2	0	1	-3	-4	-0.1	-0.1	1
CCCNC(=O)CN(Cc1ccccc1F)S(=O)(=O)c1ccc(C)cc1	7	13	-3	-2	2	6	-0.1	4.3	5
Cn1c(=O)c2cn(-c3ccccc3)cc2n(C)c1=O	-16	9	-6	-7	-1	3	-0.2	0.0	1
O=C(CN1C(=O)/C(=C/c2ccco2)SC1=S)NC1CCS(=O)(=O)C1 (stereo not drawn)	13	-14	-5	-4	1	11	0.1	0.2	-3
CC1CCCCN1Cc1c(O)ccc2c(=O)c(-c3ccc(Cl)cc3Cl)coc12 (stereo not drawn)	6	3	-1	-1	0	1	-0.1	1.1	3
O=C(NCCC1=CCCCC1)Nc1ccc2nsnc2c1	-5	14	-5	-9	24*	0	0.0	2.5	8
COc1ccc(F)c(-c2nc(CN3CCN(C(=O)c4ccco4)CC3)c(C)o2)c1	5	4	0	3	3	-2	0.0	0.6	7
CCc1cc(=O)oc2cc(C)cc(OCC(=O)NCc3ccncc3)c12	-3	-2	2	-4	-1	2	0.1	-0.2	0
COc1ccc(Nc2nc(-c3cccnc3)nc3ccccc23)cn1	-12	0	-38	0	3	-4	0.0	4.7	2
CCO[C@H]1OC(C(N)=O)=C[C@@H](C)[C@@H]1CCCO	0	3	-3	5	1	-1	0.0	-0.8	5
CC(C)CN(C(=O)CCC(=O)OCc1ccc(Cl)cc1Cl)c1c(N)n(CC(C)C)c(=O)[nH]c1=O	16	1	1	2	-2	-6	0.1	1.5	-5
O=C(N/N=C/c1cccs1)c1cc(-c2ccc3ccccc3c2)n[nH]1	-4	-4	-1	16	7	9	0.1	3.9	2
Cc1ccc2c(C(=O)CN3CCN(C4CCCCC4)CC3)c(C)[nH]c2c1	-3	0	-6	2	1	1	-0.1	-0.2	-1
Following part
SMILES	ZTA DNA inh	PREPL inhibitor	TPT1 inhibitor	core dimer inh	Fh CTSL1 inh	PP1 counter	Efflux pump inh	PP5 primary	EBNA-1 inh
O=C1[C@H]2[C@@H](c3ccc(F)cc3)N3C(=O)N(c4cccc(F)c4)C(=O)[C@@]3(Cc3ccccc3)[C@H]2C(=O)N1C1CCCCC1	6	11	-2	8	-6	10	0.5	4.8	81*
CCCS(=O)(=O)c1c(S(=O)(=O)CCC)c2c3ccccc3ccn2c1C(=O)OC	-11	5	2	8	-1	1	0.4	4.4	-7
Cc1ccc(C)c(N2CCN(C(=O)c3cn(C)c4ccc(S(=O)(=O)N(C)C)cc4c3=O)CC2)c1	-19	2	-4	24	1	1	-0.1	0.9	-7
COc1ccccc1Nc1cc(N2CCOCC2)c2nonc2c1[N+](=O)[O-]	-10	12	-3	-10	2	-3	-0.4	1.4	-4
COc1ccccc1C(=O)N1CC(=O)Nc2ccc(F)cc2C1c1ccccc1 (stereo not drawn)	-7	13	-5	7	-6	1	0.0	1.3	-3
CCCc1noc2c1/C(=N\O)CC(c1ccccc1)C2 (stereo not drawn)	17	-3	3	0	7	-2	0.0	0.1	10
O=C(COC(=O)c1ccc(S(=O)(=O)N2CCOCC2)cc1)NC1CCCCCCC1	-4	0	4	8	1	-1	-0.1	0.0	8
COc1ccc(C2CC(c3cccc(Cl)c3)n3nc(N)nc3N2)cc1 (stereo not drawn)	25	55*	0	-1	1	1	-0.3	0.1	5
O=C(O)CNC(=S)N(Cc1ccccc1Cl)C1CCCC1	8	10	-2	3	0	1	0.0	-1.1	-8
O=C(NC1CCCCC1)C1CC(O)CN1C(=O)OCc1ccccc1 (stereo not drawn)	-2	10	-1	-3	-2	-1	0.0	-2.6	7
Cc1[nH]c(=O)[nH]c(=O)c1S(=O)(=O)Nc1ccc(Oc2ccccc2)cc1	-5	-2	-5	-1	-2	-1	0.0	1.1	2
CC1=C(C(=O)OCc2ccccc2)C(c2cccc(Cl)c2Cl)NC(=O)N1CCCCCC(=O)O (stereo not drawn)	6	-2	-1	10	-1	6	0.1	2.3	5
O=C(Cc1cccs1)N(c1ccc(Cl)cc1)C1C=CS(=O)(=O)C1 (stereo not drawn)	17	3	0	4	-1	-3	0.0	-1.1	3
Cc1ccc(-c2cnc(N)n2C)cc1C	0	16	5	0	-2	0	-0.1	1.5	-4
O=C(CSc1ccccc1)N1CCCC(N2CCN(c3ccc(F)cc3)CC2)C1 (stereo not drawn)	5	-28	2	3	-3	-5	0.1	-0.8	-5
O=C(Cc1ccc(S(=O)(=O)N2CCCC2)s1)Nc1nc2c(s1)CCCC2	-1	-4	4	30	1	2	-0.1	2.5	7
CN(CCOc1ccc(Br)cc1)CC(O)COc1ccc(C#N)cc1 (stereo not drawn)	10	-8	-1	3	2	1	-0.1	4.2	-1
Fc1cccc(C2CC(c3cccc(Br)c3)Nc3nnnn32)c1 (stereo not drawn)	2	-57	-2	18	3	6	-0.1	3.9	-6
O=C1CN(S(=O)(=O)c2ccccc2)CC(=O)N1CCc1ccccc1	10	-37	-6	-1	0	2	0.0	2.0	24
CCOc1ccc(OCC(=O)Nc2ccccc2N2CCCC2)cc1	-3	16	3	5	3	1	0.1	0.0	0
CC(C)OC(=O)c1c(NC(=O)Cn2cnc([N+](=O)[O-])n2)sc2c1CCCC2	-5	19	-5	4	8	6	-0.2	4.1	-12
Cc1ccc(-n2nc(C(=O)c3ccccc3)n3c(=O)c(Cc4ccccc4)nnc23)cc1	14	0	0	25	4	17*	-0.1	0.8	7
N#Cc1ccc(N2CCN(C(=O)c3cccs3)CC2)c(F)c1	-11	12	-3	0	1	3	-0.1	-0.5	0

Copied from the list.
CCCS(=O)(=O)c1c(S(=O)(=O)CCC)c2c3ccccc3ccn2c1C(=O)OC in ZTA DNA inh shows -11
CC(C)OC(=O)c1c(NC(=O)Cn2cnc([N+](=O)[O-])n2)sc2c1CCCC2 in core dimer inh shows 4
COc1ccc(C2CC(c3cccc(Cl)c3)n3nc(N)nc3N2)cc1 (stereo not drawn) in PP1 counter shows 1

An excerpt; the hit share may differ from the screen's.
